Screening results as filed in PubChem BioAssay.
Kir21 inh: inhibitors of mouse Kir2.1 inward-rectifier potassium channel; Inward rectifier potassium channel 2 (Mus musculus), P35561; HEK293-Kir2.1, FluxOR thallium flux fluorescence; stronger effect = lower value; B-score at 10 µM; 0.85% of 310,000 active;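 active = fluorescence ratio B-score at or below minus 3 SD of library scores, with starting-brightness B-score within 2 SD, cut at about -4.2 in these data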;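 note: channel flux triggered by added potassium and thallium sulfate stimulus; B-score of peak minus minimum fluorescence over baseline after thallium stimulus; more negative B-score means stronger Kir2.1 block with less thallium influx; some compounds called inactive have numbers as strong as hits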
Target sequence (P35561 whole entry, looked up): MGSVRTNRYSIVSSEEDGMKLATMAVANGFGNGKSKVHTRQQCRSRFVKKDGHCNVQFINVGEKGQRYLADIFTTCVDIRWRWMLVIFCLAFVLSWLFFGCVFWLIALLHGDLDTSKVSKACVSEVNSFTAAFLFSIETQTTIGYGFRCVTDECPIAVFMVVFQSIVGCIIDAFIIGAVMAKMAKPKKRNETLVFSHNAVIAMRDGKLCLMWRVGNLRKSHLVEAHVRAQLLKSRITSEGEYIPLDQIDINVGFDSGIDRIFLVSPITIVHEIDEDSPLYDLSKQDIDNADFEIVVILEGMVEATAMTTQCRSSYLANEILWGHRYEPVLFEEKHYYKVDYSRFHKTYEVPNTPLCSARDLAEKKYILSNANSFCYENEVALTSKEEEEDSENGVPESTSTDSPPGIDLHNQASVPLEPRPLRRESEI
KCNQ2 inh: KCNQ2 potassium channel inhibitors, primary screen, cell-based, CHO-K1, FluxOR thallium flux, B-score (AID 2156). Potassium voltage-gated channel subfamily KQT member 2 (Rattus norvegicus), O88943. B-score at 10 µM. 20 min; stronger effect = lower value. 1.1% of 310,000 active;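 active = fluorescence ratio B-score at most minus 3 library SDs, with starting brightness B-score within 2 library SDs, cut at about -5.5 in these data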
CHT inh: inhibitors of human choline transporter CHT. CHT-expressing cells, membrane potential dye, choline response; stronger effect = lower value. AID 488975, 2010. B-score at 10 µM. 0.86% of 310,000 active;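 active = B-score over 3 SD under the library average, and starting fluorescence ratio not unusually high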;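 note: choline stimulus applied at its EC90 after an EC20 pre-addition; B-score computed on integrated fluorescence ratio after choline addition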
Target sequence (Q9GZV3 whole entry, looked up): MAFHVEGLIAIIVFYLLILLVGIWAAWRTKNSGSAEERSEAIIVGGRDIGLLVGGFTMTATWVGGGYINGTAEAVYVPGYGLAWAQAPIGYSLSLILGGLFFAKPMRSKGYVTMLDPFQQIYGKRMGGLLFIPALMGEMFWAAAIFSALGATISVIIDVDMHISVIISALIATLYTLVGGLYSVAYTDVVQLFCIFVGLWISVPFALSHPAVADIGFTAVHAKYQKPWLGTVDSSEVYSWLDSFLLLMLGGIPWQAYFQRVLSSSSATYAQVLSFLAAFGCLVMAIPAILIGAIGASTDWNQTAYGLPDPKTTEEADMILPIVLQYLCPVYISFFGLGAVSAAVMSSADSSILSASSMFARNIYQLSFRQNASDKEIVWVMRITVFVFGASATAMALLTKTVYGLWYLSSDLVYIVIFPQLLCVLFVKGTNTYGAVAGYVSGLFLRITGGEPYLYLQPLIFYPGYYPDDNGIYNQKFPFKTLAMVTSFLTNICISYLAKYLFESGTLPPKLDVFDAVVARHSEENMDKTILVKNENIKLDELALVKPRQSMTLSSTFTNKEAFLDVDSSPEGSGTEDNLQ
Active calls of the source: *; i = inactive; x = no result given.

SMILES	Kir21 inh	KCNQ2 inh	CHT inh
COc1ccc(CCN(C)C(=O)CN2C(=O)NC3(CCCCC3C)C2=O)cc1OC (stereo not given)	0.12	i	i
CCn1c(C)nc2cc(C(=O)OCCC(F)(F)F)ccc21	0.5	i	i
CCCCN(C(=O)c1cccc(S(=O)(=O)N(C)c2ccc(C)cc2)c1)c1c(N)n(CCCC)c(=O)[nH]c1=O	1.24	i	i
CC(=O)O[C@H]1CC[C@@]2(C)[C@@H](CC[C@@H]3[C@@H]2CC[C@]2(C)[C@@H](C(C)(C)O)C[C@@H]32)C1	0.22	i	i
C=C1CCC[C@]2(C)C[C@H]3OC(=O)C(CNCCN(C)C)[C@H]3CC12 (stereo not given in full)	-1.63	i	i
O=C(CCn1cnc2ccccc2c1=O)Nc1ccc2c(c1)OCCO2	0.04	i	i
COc1ccc(N2CCOCC2)c(NC(=O)c2cccs2)c1	0.8	i	i
COc1ccc(-c2nc(-c3ccccc3)c(-c3cc([N+](=O)[O-])ccc3C)[nH]2)cc1OC	0.22	i	i
Cc1c(Cl)ccc(S(=O)(=O)N2CCN=C2c2ccccc2)c1Cl	-4.13	i	i
O=C(NC(=O)c1ccc(F)cc1)Nc1nc(-c2cccs2)cc(C(F)(F)F)n1	-1.72	i	i
COc1ccccc1NS(=O)(=O)c1cccc(C(=O)N/N=C/c2ccc(C)o2)c1	1.37	i	i
O=C(O)c1cccnc1Sc1ccccc1Cl	-1.91	i	i
CC1(c2ccc(O)cc2)NC(=O)N(c2ccccc2)N1 (stereo not given)	-0.5	i	i
CCc1ccc(NC(=O)NCC2CCN(Cc3cccc(Cl)c3)CC2)cc1	0.4	i	i
COc1ccc(C2C(C#N)=C3NC(=O)c4c(sc5c4CCCCC5)N3C3=C2C(=O)CC(C)(C)C3)cc1 (stereo not given)	-0.33	i	i
COc1ccccc1Oc1ncnc2c1oc1ccccc12	1.47	i	i
COCCCNc1nc2c(c(=O)[nH]c(=O)n2C)n1CC(O)COc1cccc(C)c1 (stereo not given)	-0.88	i	i
COc1ccccc1Oc1ccc2c(c1)C(=O)N(c1cccc3ncccc13)C2=O	0.36	i	x
CC1CCc2ccccc2N1C(N)=Nc1ccccc1 (stereo not given)	0.01	i	i
CCOC(=O)C1CCN(C(=O)CCc2nnc3ccc(N4CCN(C)CC4)nn23)CC1	-0.24	i	i
O=C(NCCCN1CCN(c2ccccc2F)CC1)Nc1ccccc1[N+](=O)[O-]	-0.86	i	i
CCOC(=O)c1ccc(NC(=O)c2cnccn2)cc1	0.09	i	x
O=C(NC1CCS(=O)(=O)C1)/C(=C\c1ccc(F)cc1)NC(=O)c1ccccc1 (stereo not given)	1.53	i	i
Cc1cccnc1CNC(=O)C1CCC(=O)N(CCc2cccc(F)c2)C1 (stereo not given)	-0.6	i	i
CCN(CC)C(=O)CSC1=N/C(=C/c2ccco2)C(=O)N1c1ccc(OC)c(Cl)c1	-1.12	i	i

Seven successive records already listed, quoted:
SMILES	Kir21 inh	KCNQ2 inh	CHT inh
CC1CCc2ccccc2N1C(N)=Nc1ccccc1 (stereo not given)	0.01	i	i
CCOC(=O)C1CCN(C(=O)CCc2nnc3ccc(N4CCN(C)CC4)nn23)CC1	-0.24	i	i
O=C(NCCCN1CCN(c2ccccc2F)CC1)Nc1ccccc1[N+](=O)[O-]	-0.86	i	i
CCOC(=O)c1ccc(NC(=O)c2cnccn2)cc1	0.09	i	x
O=C(NC1CCS(=O)(=O)C1)/C(=C\c1ccc(F)cc1)NC(=O)c1ccccc1 (stereo not given)	1.53	i	i
Cc1cccnc1CNC(=O)C1CCC(=O)N(CCc2cccc(F)c2)C1 (stereo not given)	-0.6	i	i
CCN(CC)C(=O)CSC1=N/C(=C/c2ccco2)C(=O)N1c1ccc(OC)c(Cl)c1	-1.12	i	i

Reprinted at random: 2 records from the list
SMILES	Kir21 inh	KCNQ2 inh	CHT inh
COc1ccccc1NS(=O)(=O)c1cccc(C(=O)N/N=C/c2ccc(C)o2)c1	1.37	i	i
COCCCNc1nc2c(c(=O)[nH]c(=O)n2C)n1CC(O)COc1cccc(C)c1 (stereo not given)	-0.88	i	i

(more compounds)
SMILES	Kir21 inh	KCNQ2 inh	CHT inh
N[C@@H](Cc1ccccc1)C(=O)N1CCC(C(=O)NCC(=O)NCC(=O)O)CC1	-0.92	i	i
COc1cc(-c2nnc(COC(=O)c3cc(C)nc4ccc(C)cc34)o2)cc(OC)c1OC	1.38	i	i
CCCCn1c(N)c(N(CCOC)C(=O)COC(=O)/C=C/c2ccc(Br)cc2)c(=O)[nH]c1=O	1.47	i	i
COC(=O)N/N=C/c1ccc(-c2ccc(Cl)cc2Cl)o1	-1.13	i	i
COc1ccc(N2CCN(C(=O)Cn3cncn3)CC2)cc1	0.85	i	i
N/C(=N/OCC(=O)Nc1cccc2ccccc12)c1nonc1N	-0.16	i	i
COc1ccc(Oc2ccccc2C=O)cc1	-0.45	i	i
O=C(COc1ccc(S(=O)(=O)N2CCOCC2)cc1)NCC1CCCO1 (stereo not given)	-1.18	i	i
Cc1c(C(=O)N/N=C/c2ccc(Cl)cc2)[nH]c2ccc(Cl)cc12	1.75	i	i
CN(C)c1ccnc(Oc2ccc(Cl)cc2)c1C#N	-0.69	i	i
Cc1cc(C)cc(Oc2ccccc2/C=N\O)c1	-0.65	i	i
COc1ccccc1N1CCN(C(=O)COc2ccc(C)cc2Br)CC1	-1.34	i	i
CCC1(c2ccccc2)NC(=O)N(Cc2ccc(C(=O)OC)cc2)C1=O (stereo not given)	-2.37	i	i
Cc1onc(-c2c(F)cccc2Cl)c1C(=O)NCc1ccc2c(c1)OCO2	0.74	i	i
CN(C)S(=O)(=O)c1ccc(C(=O)OC2CCOC2=O)cc1 (stereo not given)	-0.98	i	i
C/C(=N\NC(=O)CNC(=O)C(c1ccccc1)c1ccccc1)c1ccccc1	-0.3	i	i
Cn1nnnc1SCc1nc2ccccc2[nH]1	0.13	i	i
CCCCN(C)C(=O)c1ccc2c(c1)N(CC)C(=O)c1ccccc1S2=O (stereo not given)	0.37	i	i
COC(=O)C1CC(c2ccc(Cl)cc2)=NO1 (stereo not given)	-0.33	i	i
CN(C)c1nc2c(N)ncnc2n1[C@H]1O[C@@H](CO)[C@H](O)[C@@H]1O	0.74	i	i
CCCCn1c(N)c(N(CCC(C)C)C(=O)c2ccc(C)c(S(=O)(=O)N3CCOCC3)c2)c(=O)[nH]c1=O	-1.49	i	i
CCOCCCNC(=O)C(NC(=O)Cc1cccs1)c1ccc(OC)cc1 (stereo not given)	-1.14	i	i
CCS(=O)(=O)N1CCC(C(=O)NCc2ccc(OC)cc2)CC1	-0.48	i	i
O=C1c2ccc3c4c(ccc(c24)C(=O)N1c1ccc(O)cc1)C(=O)N(c1ccc(O)cc1)C3=O	0.74	i	i
O=C(CN1CCN(C(=O)c2ccco2)CC1)Nc1cccc([N+](=O)[O-])c1	-0.01	i	i
SMILES	Kir21 inh	KCNQ2 inh	CHT inh
CCn1cc(C(=O)NCCCOC(C)C)c(=O)c2cc(S(=O)(=O)N3CCCC3)ccc21	-0.47	i	i
O=[N+]([O-])c1cccnc1Sc1ccc(Br)cc1	1.69	i	i
COC(=O)c1ccc(-c2ccco2)n1Cc1nc(-c2ccc(OC)c(OC)c2)oc1C	0.58	i	i
Cc1nn(C(C)C(=O)NC2CCC(C)CC2)c(=O)c2nn(-c3ccccc3)c(C)c12 (stereo not given)	-0.56	i	i
C=CCNC(=O)C(=O)N/N=C/c1ccco1	-2.37	i	i
CCOC(=O)c1cccc(NC(=O)CN2C(=O)C3CC=CCC3C2=O)c1 (stereo not given)	-0.06	i	i
Cc1ccc(C)c(N2CCN(C(=O)c3ccc(CS(=O)Cc4cccc(Cl)c4)o3)CC2)c1 (stereo not given)	0.11	i	i
COc1cccc(-n2c(CN3CCN(c4ccccn4)CC3)nc3ccc([N+](=O)[O-])cc3c2=O)c1	-0.22	i	i
Cc1ccc(-c2n[nH]c(S(C)(=O)=O)c2C#N)cc1	0.55	i	i
Cc1ccc(S(=O)(=O)Nc2cc(NC(=O)CN3CCOCC3)ccc2Cl)cc1	-0.61	i	i
Cc1ccccc1CNC(=O)CN1C(=O)c2ccccc2S1(=O)=O	1.09	i	i
Cn1cnc(S(=O)(=O)Nc2ccccc2C(=O)NCC2CC2)c1	0.62	i	i
CC(Cc1cccs1)NC(=O)Nc1ccc(Cl)c(Cl)c1 (stereo not given)	-0.04	i	i
COc1ccc([N+](=O)[O-])cc1N(CC(O)CN(C)C)S(=O)(=O)c1ccccc1 (stereo not given)	-1.35	i	i
CC(C)(C)NC(=O)NC(=O)COC(=O)Cc1ccc(Cl)cc1Cl	-0.52	i	i
CC1=C(C(=O)Nc2cccc(C(=O)NC3CCCCC3C)c2)SCCO1 (stereo not given)	-0.32	i	i
O=C(Nc1cccc2c1CCCC2)c1ccncc1	2.85	i	i
O=C1CC2(CCN(C(=O)c3ccccc3Cl)CC2)Oc2ccccc21	0	i	i
O=C(CSc1nc(-c2ccccc2)cs1)NCc1ccco1	-1.28	i	i
N=C(N)N1CCN(Cc2ccccc2)CC1	-0.75	i	i
Cc1nc2c3cnn(-c4ccc(C)c(C)c4)c3ncn2n1	-0.75	i	i
CNC(=O)COC(=O)c1c2c(nc3ccccc13)CCC2	-0.78	i	i
Cc1oncc1-c1csc(-c2ccccc2Cl)n1	0.42	i	i
C/C(=N\NC(=O)CN(c1ccccc1Br)S(C)(=O)=O)c1ccc2c(c1)OCCO2	0.32	i	i
Cc1ccc(C(=O)CSC2=NC(N)=C(C#N)C3(CCCCC3)C2C(N)=O)cc1 (stereo not given)	0.36	i	i

The list goes on; it opens with the three that closed the last part.
SMILES	Kir21 inh	KCNQ2 inh	CHT inh
Cc1oncc1-c1csc(-c2ccccc2Cl)n1	0.42	i	i
C/C(=N\NC(=O)CN(c1ccccc1Br)S(C)(=O)=O)c1ccc2c(c1)OCCO2	0.32	i	i
Cc1ccc(C(=O)CSC2=NC(N)=C(C#N)C3(CCCCC3)C2C(N)=O)cc1 (stereo not given)	0.36	i	i
Cc1[nH]cnc1C(=O)N/N=C/c1c(Cl)cccc1Cl	0.56	i	i
Cc1ccccc1CN(C)C(C)C(=O)Nc1ccccc1F (stereo not given)	0.14	i	i
O=C(NCCCN1CCOCC1)c1ccccc1NS(=O)(=O)c1cc([N+](=O)[O-])ccc1Cl	1.08	i	i
COCC[N+]1(C)CCCCC1	0.26	i	i
O=C(Nc1cccc(Cl)c1)NC1CC2CCC(C1)N2Cc1ccco1 (stereo not given)	-1.23	i	i
COc1ccc(N(Cc2ccccc2)S(=O)(=O)c2cccc(C(=O)NC3=NCCS3)c2)cc1	1.2	i	i
O=C(CNCc1ccccc1Cl)Nc1ccccc1N1CCCCC1	-0.36	i	i
COc1ccccc1C(=O)C1CCCN(C(=O)CCc2ccccn2)C1 (stereo not given)	-1.54	i	i
CN(c1ccccc1)c1cc(Br)nc(Br)c1	0.56	i	i
CCOC(=O)C1CCCN(C(=O)Cn2nc(Cc3cccnc3)c3ccccc3c2=O)C1 (stereo not given)	-0.47	i	i
CC1=NNC(=O)C1CCC(=O)N/N=C\c1ccc(Cl)c(Cl)c1 (stereo not given)	0.39	i	i
COc1ccc(-c2cc(=O)oc3cc(OCC(=O)N(C)C4CCS(=O)(=O)C4)ccc23)cc1 (stereo not given)	0.48	i	i
CCOC(=O)c1cnc(SCC(=O)Nc2cc(OC)cc(OC)c2)nc1N	0.34	i	i
CCOCCCN(C)C1CCN(C(=O)c2oc3ccccc3c2NC(=O)Cc2ccc(F)cc2)CC1	0.29	i	i
Cc1ccc(C(=O)NCC(=O)OCCCOC(=O)CNC(=O)c2ccc(C)cc2)cc1	0.84	i	i
CCC(=O)N1CCc2cc(OC)c(OC)cc2C1COc1ccc(C(=O)OC)cc1 (stereo not given)	0.87	i	i
C/C(=N\NC(=O)Cc1cc(=O)[nH][nH]1)c1cccc([N+](=O)[O-])c1	-0.43	i	i
CC1CCCC(NC(=O)CC2Nc3ccccc3NC2=O)C1C (stereo not given)	-0.07	i	i
COc1ccc(OCCNC(=O)/C=C/c2ccccc2)cc1	0.22	i	i
Cc1c(C(=O)NCCSCc2ccccc2)cccc1[N+](=O)[O-]	1.47	i	i
COc1ccc(S(=O)(=O)NC(CC(=O)NCc2ccc3c(c2)OCO3)c2ccco2)cc1 (stereo not given)	0.37	i	i
COC(=O)Cc1ccc(NC(=O)c2ccc3c(c2)C(=O)N(Cc2cccnc2)C3=O)cc1	0.71	i	i
Cn1nnnc1SCC(=O)Nc1ccccc1C(N)=O	-0.37	i	i
CCc1c(O)nc(SCC(=O)Nc2ccccc2OC)[nH]c1=O	-1.38	i	i
CCOc1cccc(/C=C/c2ccc3ccccc3n2)c1OC(C)=O	2.34	i	i
SMILES	Kir21 inh	KCNQ2 inh	CHT inh
Cc1ccccc1OCc1nc2ccccc2c(=O)n1/N=C/c1c[nH]c2ccccc12	0.16	i	i
CCC(=O)N1CCc2cc(S(=O)(=O)CCC(=O)N3CCc4ccccc4C3)ccc21	-0.03	i	i
CCOC(=O)c1ccc(NC(=O)N2CC(C)OC(C)C2)cc1 (stereo not given)	0.27	i	i
C=CCC(O)(CC=C)CNC(=O)c1ccc(OC)c(OC2CCN(C(C)=O)CC2)c1	0	i	i
Nc1nc(N)c(N=Nc2ccc(C(=O)O)cc2)c(N)n1	0.05	i	i
CCCc1nn2c(=O)cc(COc3ccc(NC(=O)c4ccco4)cc3)nc2s1	1.5	i	i
O=C(c1ccc2ccccc2c1)C1CCCN(C(=O)c2cnccn2)C1 (stereo not given)	0.11	i	i
CC1=CN2C(=N)/C(=C/c3ccc(Sc4ccc(C)cc4)o3)C(=O)N=C2S1	0.1	i	i
